PLK1 PBD block: PLK1 (human) polo-box domain binding inhibition | P53350 | Plk1 PBD binding of FITC phosphopeptide, fluorescence polarization | Potency, µM, without a hit: max response, negative = inhibition, actives largely listed as inhibitors | 2.8% of 360,000 active; further: potency means the concentration at half of the fitted maximal effect; series mostly up to about 57 µM; on the % scale 0 is the no-effect control and ±100 the full control effect; nearly all actives have a fitted effect of over 65% in size
Target sequence (P53350 whole entry, looked up, the tested form may be a part): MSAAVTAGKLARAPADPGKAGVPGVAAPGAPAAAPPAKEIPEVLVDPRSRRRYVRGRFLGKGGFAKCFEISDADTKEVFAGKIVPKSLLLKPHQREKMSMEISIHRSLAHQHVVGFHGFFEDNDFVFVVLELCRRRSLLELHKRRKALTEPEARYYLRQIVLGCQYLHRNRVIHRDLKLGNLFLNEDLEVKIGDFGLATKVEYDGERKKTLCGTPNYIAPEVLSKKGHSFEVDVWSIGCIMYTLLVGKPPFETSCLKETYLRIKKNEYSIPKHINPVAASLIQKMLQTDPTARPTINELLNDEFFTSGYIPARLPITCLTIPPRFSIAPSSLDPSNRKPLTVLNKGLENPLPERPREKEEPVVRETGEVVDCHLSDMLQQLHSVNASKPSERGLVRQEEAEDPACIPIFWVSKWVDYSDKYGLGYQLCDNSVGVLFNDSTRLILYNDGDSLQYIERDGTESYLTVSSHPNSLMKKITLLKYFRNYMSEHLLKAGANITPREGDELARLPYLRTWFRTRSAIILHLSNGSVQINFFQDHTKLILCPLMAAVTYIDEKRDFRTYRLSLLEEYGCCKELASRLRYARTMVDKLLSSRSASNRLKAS
PI5P4Ka inh: blocks human PI5P4K alpha kinase activity; PI5P4Kalpha enzyme, ADP-Glo luminescence, 60 min; hits give low values; max response, %; 1.2% of 330,000 active; AID 652105; active means max response of -50% or lower; inconclusive means between -30% and -50%; inactive means -30% or higher; further: value at the top dose of about 77 µM; on the % scale 0 is the no-effect control and ±100 the full control effect
Target sequence (P48426 whole entry, looked up): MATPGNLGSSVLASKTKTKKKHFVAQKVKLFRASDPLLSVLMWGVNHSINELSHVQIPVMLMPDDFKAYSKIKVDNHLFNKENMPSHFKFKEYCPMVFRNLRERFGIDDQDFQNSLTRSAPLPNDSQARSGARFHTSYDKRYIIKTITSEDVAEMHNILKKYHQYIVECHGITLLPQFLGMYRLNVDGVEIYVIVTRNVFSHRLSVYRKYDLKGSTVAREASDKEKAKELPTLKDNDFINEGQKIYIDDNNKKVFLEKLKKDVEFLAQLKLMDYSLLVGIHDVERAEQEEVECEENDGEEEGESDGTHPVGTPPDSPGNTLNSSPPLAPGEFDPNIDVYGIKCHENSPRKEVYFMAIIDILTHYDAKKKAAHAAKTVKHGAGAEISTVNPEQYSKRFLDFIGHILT
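Reactions run in 0.038 M HEPES pH 7.4, 0.28 mM EGTA, 0.1% CHAPS and 5% DMSO, with PI5P4Kalpha, substrate, compound and 5 microM ATP final, one hour at room temperature. Readout is ADP-Glo luminescence.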
EPAC1 agonist: agonists of human EPAC1. O95398. EPAC1 agonist qHTS, biochemical assay; response scale: 100% = response to 6.5 mM cAMP. Potency, µM (highest dose often 154 µM), for inactives: at the highest dose activation, hits mostly activators. 0.073% of 360,000 active. AID 720707; further: potency means the concentration at half of the fitted maximal effect; nearly all actives have a fitted effect of over 60% in size
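Compounds were pinned as a concentration titration into mixtures of EPAC1 (100 nM), BODIPY-GDP-loaded Rap1B (250 nM) and GDP (50 uM). After 5 min at room temperature, fluorescence was followed for 30 min; activity was scaled to 6.5 mM cAMP.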
EPAC1 antagonist: antagonists of human EPAC1. O95398. EPAC1 GEF assay, Rap1b-BODIPY-GDP exchange fluorescence. Potency, µM (series often up to 115 µM), without a hit: top-dose activity change, negative = inhibition, actives largely listed as inhibitors. 0.14% of 360,000 active. AID 720709;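 further: potency means the concentration at half of the fitted maximal effect; plate controls were vehicle for no effect and positive control for full effect; nearly all actives have a fitted effect of over 50% in size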
Abeta yeast res: A-beta toxicity reversal in yeast. 0.063% of 410,000 active. Potency, µM (doses to about 46.1 µM), inactives show top-dose growth rescue, usual class: activators. yeast expressing A-beta42, growth rescue, OD600, 48 h; response scale: 0% DMSO, 100% iron-clioquinol control. AID 1347071; further: potency means the concentration at half of the fitted maximal effect; nearly all actives have a fitted effect of over 55% in size
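Yeast A-beta toxicity model in growth medium with pinned compounds, 48 h at 30 C; growth read as absorbance at 600 nm. Normalized to FeCl3/clioquinol equimolar mix (positive) and DMSO (negative).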
WRN inhibitor: inhibitors of human WRN helicase; WRN helicase unwinding, fluorescent forked duplex, kinetic; Potency, µM (titrated, usually from 114 µM), inactives show at the top dose activity change, negative = inhibition, most hits filed as inhibitors; 0.46% of 360,000 active; further: potency means the concentration at half of the fitted maximal effect; on the % scale 0 is the no-effect control and ±100 the full control effect; nearly all actives have a fitted effect of over 55% in size
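Enzyme (20 nM final) and test compound sit together 15 min at room temperature before substrate addition. Substrate is a single-forked duplex oligonucleotide (100 nM) labelled with fluorophore and quencher, with 2 mM ATP; helicase unwinding raises red fluorescence, read kinetically.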
FUS suppressor: rescues growth of FUS-expressing yeast; Potency, µM (doses to about 76.6 µM), for inactives: at the highest dose growth rescue (activation), most hits filed as activators; S. cerevisiae FUS-expressing, growth rescue, OD600, 24 h; 0.24% of 390,000 active;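 further: potency means the concentration at half of the fitted maximal effect; plate controls were DMSO vehicle for no effect and reference control for full effect; nearly all actives have a fitted effect of over 55% in size; some results filed as inactive show a strong effect at the top dose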
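Quantitative HTS measuring growth restoration of FUS-toxic yeast. Galactose-induced cells (OD 0.005) were exposed 24hr at 30C to compounds at several concentrations, then absorbance at 600 nm was recorded.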
IL2 activator: activators of IL-2. IL-2 activation reporter assay, cell-based qHTS; stimulated with anti-CD3/CD4/CD28 beads; in transgenic mouse T cells. activation, % (series mostly up to about 46 µM). 0.065% of 360,000 active; in the data active means activation above about 50%; inconclusive means mostly about 30% to 49%; further: 0% is about no effect
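Readout: EGFP and DsRed signals by fluorescent plate cytometry. Unstimulated transgenic mouse T cells received compound 60 min before antibody-bead stimulation, then incubated 18 h at 37 degrees C.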
Numbers without * were called inactive; u = inconclusive; x = no result given; [ ] = another dose, or the depositor's remark. Unless noted, the call rests on the fitted dose curve; in most records, active means well fitted curve in the direction sought with a large enough effect; inconclusive means small, poorly fitted or top-dose-only effect, or another doubt; inactive means no such curve, though single readings can be large; an effect the other way counts as inactive or inconclusive. Compounds were not picked by outcome; any-hit rate near 4.1%.

Results follow in this order: PI5P4Ka inh, IL2 activator, Abeta yeast res, FUS suppressor, EPAC1 agonist, EPAC1 antagonist, WRN inhibitor, PLK1 PBD block
> O=C(c1cc(S(=O)(=O)N2CCOCC2)ccc1Cl)N1CCc2ccccc2C1
  -5, 1.5, 6%, x, 1%, 6%, -9%, -4%
> COc1cc(S(=O)(=O)Nc2cccnc2)ccc1Cl
  3, -0.3, -7%, 4%, -4%, 7%, 8%, 1%
> CCOC(=O)C1=C(C)N(C)C(=O)NC1c1cc2c(cc1[N+](=O)[O-])OCO2 (stereo not drawn)
  -3, 1.0, -7%, 20%, 0%, 6%, 1%, 0%
> COc1ccc(C2CC(=O)c3c(O)cc(O)cc3O2)c(CC=C(C)C)c1OC (stereo not drawn)
  11, -0.3, -78%[inhibitor], 20%, -10%, -10%, -9%, 3%
> COC(=O)c1sc2nc(C)c([N+](=O)[O-])c(C)c2c1N
  4, -1.1, -5%, 7%, -9%, -14%, -10%, -10%
> COc1ccc(OC)c(N(CC(=O)NCc2ccncc2)S(C)(=O)=O)c1
  x, -1.3, -3%, 3%, 2%, 0%, 4%, -1%
> CCCN1CCN(C(=S)NCc2ccc(Cl)cc2)CC1
  -5, -1.6, 9%, -12%, -7%, 4%, 2%, -8%
> COc1ccc(NC(=S)NC(=O)/C=C/c2ccco2)cc1
  -11, -1.0, 8%, 10%, -3%, 2%, -12%, -6%
> CCC(C)[C@H](N)C(=O)N[C@H]1CCC2C3CC=C4C[C@@H](O)CC[C@]4(C)C3CC[C@@]21C (stereo partly drawn)
  -5, -1.2, -8%, -5%, -1%, -23%, -1%, -3%
> O=C(NCCN=C1NS(=O)(=O)c2ccccc21)c1ccc(S(=O)(=O)N2CCOCC2)cc1
  u, -0.8, 6%[9.22 µM], -11%, -5%, 3%, -22%, -15%
> CSCCC(NC(N)=O)C(=O)N(C)CC(=O)Nc1cc(C)ccc1C (stereo not drawn)
  -3, -2.1, 0%, 2%, 9%, 4%, -2%, -2%
> O=C(Cn1nnc(-c2cccs2)n1)NCCc1ccccc1
  5, -0.6, -5%, -9%, 0%, 0%, 5%[57.1 µM], -3%
> Cc1ccc(C(=O)COc2cc(O)c3c(=O)cc(-c4ccccc4)oc3c2)cc1
  0, 0.2, -19%, -17%, -12%, 14%, 0%, -5%
> O=C(CN1C(=O)NC2(CCCCCC2)C1=O)N1CCN(S(=O)(=O)c2ccc(Cl)cc2)CC1
  x, -3.1, -12%, 30%, 5%, 12%, 3%, -6%
> Cn1c(=O)c2c(nc(C(O)c3ccccc3)n2C)n(C)c1=O (stereo not drawn)
  -4, -0.3, 2%, x, 2%, u, 8%, 7%

In a second layout: entries from further up
CSCCC(NC(N)=O)C(=O)N(C)CC(=O)Nc1cc(C)ccc1C (stereo not drawn)
  PI5P4Ka inh = -3	IL2 activator = -2.1	Abeta yeast res = 0%	FUS suppressor = 2%	EPAC1 agonist = 9%	EPAC1 antagonist = 4%	WRN inhibitor = -2%	PLK1 PBD block = -2%
COc1ccc(NC(=S)NC(=O)/C=C/c2ccco2)cc1
  PI5P4Ka inh = -11	IL2 activator = -1.0	Abeta yeast res = 8%	FUS suppressor = 10%	EPAC1 agonist = -3%	EPAC1 antagonist = 2%	WRN inhibitor = -12%	PLK1 PBD block = -6%
O=C(c1cc(S(=O)(=O)N2CCOCC2)ccc1Cl)N1CCc2ccccc2C1
  PI5P4Ka inh = -5	IL2 activator = 1.5	Abeta yeast res = 6%	FUS suppressor = x	EPAC1 agonist = 1%	EPAC1 antagonist = 6%	WRN inhibitor = -9%	PLK1 PBD block = -4%
O=C(NCCN=C1NS(=O)(=O)c2ccccc21)c1ccc(S(=O)(=O)N2CCOCC2)cc1
  PI5P4Ka inh = u	IL2 activator = -0.8	Abeta yeast res = 6%[9.22 µM]	FUS suppressor = -11%	EPAC1 agonist = -5%	EPAC1 antagonist = 3%	WRN inhibitor = -22%	PLK1 PBD block = -15%

The listing picks up, starting 2 compounds before the break.
Results follow in this order: PI5P4Ka inh, IL2 activator, Abeta yeast res, FUS suppressor, EPAC1 agonist, EPAC1 antagonist, WRN inhibitor, PLK1 PBD block
> O=C(CN1C(=O)NC2(CCCCCC2)C1=O)N1CCN(S(=O)(=O)c2ccc(Cl)cc2)CC1
  x, -3.1, -12%, 30%, 5%, 12%, 3%, -6%
> Cn1c(=O)c2c(nc(C(O)c3ccccc3)n2C)n(C)c1=O (stereo not drawn)
  -4, -0.3, 2%, x, 2%, u, 8%, 7%
> COc1ccc(C(=O)OCC(=O)Nc2cccc(C(C)=O)c2)cc1OC
  1, -0.5, 0%, 9%, 10%, 2%, 6%, -7%
> C=CCNC(=O)COc1ccc(S(=O)(=O)NC2CCCCC2)cc1
  x, 0.0, 3%, 6%, -4%, 5%, -1%[57.1 µM], -4%
> Cc1nonc1C(=O)N/N=C/c1cccc(O)c1
  -6, -0.3, 2%, x, -1%, -3%, -1%, -2%
> COc1ccc(N(CC(=O)Nc2cc(C)cc(C)c2)S(=O)(=O)c2ccccc2[N+](=O)[O-])c(OC)c1
  4, 3.5, 9%, 14%, -1%, -9%, -2%, -7%
> CC(=O)Nc1cc(C(=O)N2CCc3ccccc3C2)ccc1Sc1ccc(F)cc1
  1, 0.2, 5%, 26%, 3%, -16%, -16%, 0%
> COc1ccc(CCNC(=S)N2CCC(Cc3ccccc3)CC2)cc1OC
  -2, -2.2, -9%, -3%, 11%, 7%, 2%, -10%
> CCOP(=O)(OCC)C(Nc1cccc(C)c1)c1ccc(F)cc1 (stereo not drawn)
  -1, 1.2, 19%, x, -8%, -6%, 1%, -7%
> COc1ccc(-c2nnc(SCC(=O)NCc3cccs3)n2CC(C)C)cc1
  -4, 0.0, 7%, 1%, -3%, -6%, -22%, -2%
> COCCNC(=O)c1onc(CSc2ccc(C)c(C)c2)c1C(=O)O
  -18, -0.6, -13%, -8%, 6%, 19%, -6%, -18%
> O=C(CCCCn1c(=O)[nH]c2ccccc2c1=O)N1CCN(c2cccc(C(F)(F)F)c2)CC1
  2, -2.0, 13%, u, 7%, -4%, -4%, 0%
> O=C(NNC(=O)c1ccc2c(=O)n3c(nc2c1)CCC3)c1ccc(Cl)cc1
  4, 0.0, -3%, 0%, 0%, -9%, 1%, 0%
> CCOC(=O)CNc1nc(C(C)(C)C)nc2c1nnn2Cc1ccccc1
  -2, -0.7, 0%, u, -17%, -10%, -5%, -8%
> CCN(CC)C(=O)Oc1ccc(Cl)c2ccccc12
  x, -2.3, -3%, 3%, 21%, 9%, -12%, -5%
> Cc1cc(OCC(=O)c2cccc(C(F)(F)F)c2)n2cnnc2n1
  3, -0.8, 5%, 10%, 5%, 4%, 8%, -17%
> COc1ccc(NC(=O)c2ccc3ncsc3c2)cc1
  -6, -2.1, u, 17%, 7%, -11%, -7%, -11%

(cont.)
Results follow in this order: PI5P4Ka inh, IL2 activator, Abeta yeast res, FUS suppressor, EPAC1 agonist, EPAC1 antagonist, WRN inhibitor, PLK1 PBD block
> O=C(O)c1ccc(NCc2ccncc2)cc1
  x, 0.4, 2%, 12%, -2%, 9%, -13%, 3%
> COc1cccc(CNCC(O)(c2ccc(Cl)cc2)c2ccc(Cl)cc2)c1
  x, -4.5, 8%, 33%, 11%, 10%, 1%, -4%
> O=C(O)CN1C(=O)/C(=C/c2ccccc2Cl)Oc2ccccc21
  -4, -2.1, -26%, -10%, 3%, 20%, -1%, -7%
> O=C1c2ccccc2C(=O)c2c1ccc1c(=O)n(-c3ccccc3)[nH]c21
  -12, -0.6, 7%, -4%, 10%, 19%, -27%[57.1 µM], 8%
> COc1ccc(OC)c(NC(=O)C2(C)CCN2Cc2ccccc2Cl)c1 (stereo not drawn)
  20, -1.0, 3%, -6%, -1%, -15%, -7%, -4%
> CN(C)S(=O)(=O)c1ccc(S(=O)(=O)N(Cc2ccco2)Cc2ccccc2Cl)cc1
  x, -0.8, 14%, 18%, -2%, 8%, -6%, -1%
> CNC(=O)COC(=O)CNC(=O)c1cc(Cl)cc([N+](=O)[O-])c1
  -5, 2.1, -13%, -10%, 12%, 0%, 0%, 1%
> CC(CS(=O)(=O)c1cccc2cccnc12)N1CCCCC1 (stereo not drawn)
  -11, 0.2, 4%, 8%, 11%, 8%, -18%, -22%
> CN(C)CCN1C(=O)C(=O)/C(=C(/O)c2ccc(S(=O)(=O)N3CCOCC3)cc2)C1c1ccc(F)cc1 (stereo not drawn)
  4, -1.0, 3%, x, 1%, -14%, -11%, 2%
> OCC1(CCCc2ccccc2)CCN(Cc2cnc(N3CCOCC3)s2)CC1
  1, -4.1, -21%, 13%, -5%, -23%, 7%, -13%
> Cc1cc(NC(=O)CCC2CCCC2)no1
  -1, 1.7, 18%, 14%, 1%, 0%, 3%, u
> O=C(CSc1nc2ccccc2nc1N1CCCC1)Nc1ccc(F)cc1
  7, -1.4, 1%, -8%, -4%, -2%, -6%, -4%
> O=C(/C=C/c1ccccc1)c1ccc(NC2=NCCCS2)cc1
  2, 0.1, -13%, x, -8%, -25%, -4%, -8%
> O=[N+]([O-])c1ccc(N=Cc2c(O)ccc3ccccc23)cc1
  -26, -2.1, 4%, 5%, 3%, -25%, -5%, 30µM*
> COc1ccc(NC(=O)Cn2cnc3c(oc4nc5c(cc43)COC(C)(C)C5)c2=O)cc1
  0, 1.9, -10%, 15%, 1%, -24%, u, -16%

Next section.
Results follow in this order: PI5P4Ka inh, IL2 activator, Abeta yeast res, FUS suppressor, EPAC1 agonist, EPAC1 antagonist, WRN inhibitor, PLK1 PBD block
> Cc1ccc(C=NNc2nc3c([nH]2)c(=O)n(C)c(=O)n3C)cc1
  2, -0.1, 2%, 38%, 10%, 8%, -10%, -4%
> COc1ccccc1C(=O)NNC(=O)C(=O)NC1CCCCC1
  3, -0.4, 20%, 30%, -4%, -3%, -1%, 0%
> O=C(Nc1ccc2c(c1)ncn2C1CCCCC1)c1ccco1
  -8, -1.1, 5%, 17%, 5%, 1%, -3%, -22%
> CN(Cc1ccon1)Cc1cn(C)nc1-c1ccc(Oc2ccccc2)cc1
  2, -0.9, 9%, 14%, 4%, u, -11%, -1%
> COc1cccc(NC(=O)C(=O)NCCC2CCCCN2S(=O)(=O)c2cccs2)c1 (stereo not drawn)
  -1, -5.9, 13%, 27%, 9%, -23%, -3%, -5%
> O=C(Cc1ccccc1)Nc1ccccc1C(=O)N1CCN(c2ccccc2)CC1
  -4, 0.3, 5%, 18%, -5%, 0%, -17%, -1%

PLK1 PBD block, what is marked active above.
structure | PI5P4Ka inh | IL2 activator | EPAC1 agonist | EPAC1 antagonist | WRN inhibitor | PLK1 PBD block
O=[N+]([O-])c1ccc(N=Cc2c(O)ccc3ccccc23)cc1 | -26 | -2.1 | 3% | -25% | -5% | 30µM*

Screening results deposited in PubChem by National Center for Advancing Translational Sciences (NCATS).
